Screens (PubChem BioAssay)
TAAR1 antag = human TAAR1 antagonists, primary screen, Fluo-8 calcium fluorescence, CHO RD-HGA16 cells; AID 624466, 2012; 360,000 tested, 1.5% active; inhibition, % at 3 µM; antagonist;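 active means inhibition above a per-plate cutoff, the mean inhibition of test compounds on that plate plus 3 SD, cut at about 49% in these data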;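 further: 0% = DMSO plus EC80 beta-PEA response and 100% = DMSO alone without agonist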
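test system = CHO RD-HGA16 cells bearing hTAAR1 | replication = singlicate | controls = DMSO-only wells and EC80 β-PEA-stimulated wells | reagent = EC80 β-phenethylamine stimulus | read-out basis = percent inhibition of PEA-evoked calcium signal, max/basal emission ratio | schedule = seeding 17-24 h prior, 75-min 37 °C, 30-min RT dye loading | signal = kinetic Fluo-8 calcium fluorescence measurement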
GPR7 antag = GPR7 receptor antagonists, primary screen, cell-based, fluorescence, single concentration; GPR7-expressing cells, fluorescence antagonist assay; inhibition, % at 4.4 µM; 290,000 tested, 1.1% active; AID 1861, 2009; in the data active means inhibition above about 16%, passing the limit was not always enough;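 further: cells stimulated with the agonist NPW; 0% = agonist with vehicle and 100% = vehicle without agonist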
OXTR potentiate = human OXTR potentiators, primary screen, fluorescence, CHO-OTR cells, Fluo-8 calcium | Oxytocin receptor (Homo sapiens), P30559 | Fluo-8 calcium fluorescence, potentiator mode; 0% = oxytocin EC15, 100% = EC100 | activation, % at 3 µM | 320,000 tested, 0.061% active | AID 2445, 2010;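 active means activation above that plate's cutoff, the mean activation of tested compounds plus 3 SD, cut at about 6.6% in these data, passing the limit was not always enough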;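 further: 100% uses oxytocin at 75 nM as the full agonist control; some results filed as inactive read as strong as hits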
Target sequence (P30559 whole entry, looked up): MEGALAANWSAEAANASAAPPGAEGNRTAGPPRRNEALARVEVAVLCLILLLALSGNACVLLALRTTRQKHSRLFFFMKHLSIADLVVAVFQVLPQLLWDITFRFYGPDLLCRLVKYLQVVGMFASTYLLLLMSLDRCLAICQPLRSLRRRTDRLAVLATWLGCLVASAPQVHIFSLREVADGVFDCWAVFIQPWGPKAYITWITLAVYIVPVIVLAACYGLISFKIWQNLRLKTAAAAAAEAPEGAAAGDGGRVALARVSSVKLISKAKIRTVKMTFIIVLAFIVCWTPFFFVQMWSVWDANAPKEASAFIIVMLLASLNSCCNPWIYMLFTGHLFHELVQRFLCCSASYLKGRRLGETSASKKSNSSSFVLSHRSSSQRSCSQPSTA
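assay system = CHO-OTR cells, human receptor | schedule = compound 6 min at room temperature before oxytocin, 100 s read | detection = Fluo-8 intracellular calcium fluorescence, ex 470-495, em 515-575 nm | evaluation = normalized max/min fluorescence ratio, % activation | control set = EC15 oxytocin alone as 0%, 75 nM oxytocin (EC100) as 100%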
CHO-K1 Ca antag = counter-screen for M1 antagonists: effect in parental CHO-K1 cells | 360,000 tested, 0.6% active | ATP-induced calcium, Fluo-8 fluorescence | inhibition, % at 3 µM;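 active means inhibition above a per-plate cutoff, the plate's mean sample inhibition plus 3 SD, cut at about 24% in these data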;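 further: 0% = DMSO plus EC80 ATP and 100% = DMSO alone without ATP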
OXTR ag = human OXTR agonists, primary screen, fluorescence, CHO-OTR cells, Fluo-8 calcium | activation, % at 3 µM | Fluo-8 calcium fluorescence; normalized: DMSO 0%, oxytocin 100% | Oxytocin receptor (Homo sapiens), P30559 | 320,000 tested, 0.32% active;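 active means activation above the mean of all tested compounds plus 3 SD, cutoff set per screening run, cut at about 20% in these data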;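 further: peak over basal fluorescence ratio from a 100 s FLIPR kinetic read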
V1R ag counter = agonists of human V1a receptor, primary screen, counter-screen for OXTR agonist project, fluorescence, CHO-V1R cells. Vasopressin V1a receptor (Homo sapiens), P37288. Fluo-8 calcium fluorescence, agonist mode; 0% DMSO, 100% 3 nM vasopressin. activation, % at 3 µM. 320,000 tested, 0.25% active;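 active means activation above the mean activation of all tested compounds plus 3 SD, per screening run, cut at about 20% in these data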;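 further: signal is peak over basal fluorescence ratio across a 100 second FLIPR read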
Target sequence (P37288 whole entry, looked up): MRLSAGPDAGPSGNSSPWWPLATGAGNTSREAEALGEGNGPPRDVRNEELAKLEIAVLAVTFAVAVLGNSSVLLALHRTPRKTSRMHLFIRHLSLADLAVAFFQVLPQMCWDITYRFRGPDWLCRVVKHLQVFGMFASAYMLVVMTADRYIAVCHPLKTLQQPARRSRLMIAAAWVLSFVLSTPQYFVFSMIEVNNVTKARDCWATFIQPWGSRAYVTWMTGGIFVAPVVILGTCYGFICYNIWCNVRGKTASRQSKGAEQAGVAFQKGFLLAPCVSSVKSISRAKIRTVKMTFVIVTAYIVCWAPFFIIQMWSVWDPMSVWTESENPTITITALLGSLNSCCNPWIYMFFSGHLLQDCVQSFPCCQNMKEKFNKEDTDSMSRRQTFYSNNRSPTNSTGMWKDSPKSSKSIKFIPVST
M1 ag parental = counter-screen for M1 agonists: effect in parental CHO-K1 cells; activation, % at 3 µM; Fluo-8 calcium fluorescence; scaled to maximal ATP response, vehicle zero; AID 602248, 2012; 360,000 tested, 0.48% active; in the data active means activation above about 15%;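 further: untransfected CHO-K1 host cells lacking M1 receptor as counterscreen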
CHO parental Ca = ATP-evoked calcium signal inhibitors, parental CHO, primary screen, counter-screen for OX1R antagonist project, cell-based, fluorescence, Fluo-8 calcium dye; parental CHO-K1, ATP-induced calcium, Fluo-8 fluorescence; inhibition, % at 5.6 µM; 330,000 tested, 0.63% active;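 active means inhibition above that plate's mean sample inhibition plus 3 SD, cut at about 26% in these data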;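 further: 0% = ATP-challenged DMSO wells and 100% = DMSO wells without ATP; some compounds past the cut are filed as inactive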
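Material: parental CHO cells / Compound: single nominal dose of 5.6 µM per compound / Signal: Fluo-8 fluorescence / Replicates: singlicate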
M1 PAM parental = nonselective calcium activators in parental CHO-K1 cells, primary screen, counter-screen for M1 PAM project, cell-based, Fluo-8 calcium fluorescence, full deck, 1536-well. ATP EC20; 0% at ATP EC20, 100% at ATP max. activation, % at 3 µM. 360,000 tested, 0.02% active. AID 602247, 2012;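 active means activation above the run cutoff, the mean activation of all test compounds plus 3 SD, cut at about 40% in these data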;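 further: peak over basal fluorescence ratio in a 140 s read after ATP addition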
Numbers without * were called inactive; · = not tested or not shown.

SMILES	TAAR1 antag	GPR7 antag	OXTR potentiate	CHO-K1 Ca antag	OXTR ag	V1R ag counter	M1 ag parental	CHO parental Ca	M1 PAM parental
Cc1cc(C)cc(-n2ncc3c2CCCC3NC(=O)CCN2CCCC2=O)c1 (stereo not drawn)	-12	-3	-3	-8	-0.6	1.4	1.4	-5	11
N#C/C(=C\c1ccc(Oc2ccc(C(F)(F)F)cc2[N+](=O)[O-])cc1)c1nc2ccccc2[nH]1	28	-2	-21	-3	3.6	2.1	0.5	-1	13
CNC(=O)c1nc(C)n(-c2ccc([N+](=O)[O-])cc2)n1	-1	-8	1	-3	-0.5	-0.1	-0.6	-8	17
COc1ccc(CC(=O)O/N=C(\N)Cc2ccc(OC)c(OC)c2)cc1	·	27	-5	-10	2.6	1.9	4.7	-5	13
CN(CC(=O)Nc1ccc(C#N)cc1)CC(=O)Nc1ccc(N2CCOCC2)cc1	13	1	-7	-2	0.1	-0.4	0.5	-11	16
COCCc1ccc(OC2(C)CCN(Cc3cccc(OC)c3OC)C2)cc1 (stereo not drawn)	-18	·	·	-12	·	·	2.8	·	27
COc1cc2c(cc1OC)C(Nc1ccccc1)=NC(C)(C)C2	3	-11	-10	-7	0.5	0.7	0.8	-9	14
CCCOC(=O)c1ccc(Oc2cn[nH]c2-c2ccc(OCC)cc2O)cc1	0	-27	-10	-7	0.8	4.4	0.7	26	16
Cc1cc2c(cc1C)N(C(=O)CCl)CCN2C(=O)CCl	-15	·	·	-15	·	·	1.9	·	29
Cc1cc(C)n(C(=O)c2ccc(NC(=O)C3CC3)cc2)n1	11	-10	0	15	0.9	-0.6	-0.2	-4	-10
Cc1ccc(C(=O)N(Cc2sccc2C)C2CCS(=O)(=O)C2)cc1 (stereo not drawn)	-14	-4	-1	-8	-0.9	-1.3	0.8	-13	10
COc1ccc(NC(=O)c2cccc3c(-c4ccc(O)c(OC)c4)coc23)cc1	47	·	·	-2	·	·	2.1	·	-2
CSc1cccc(NC(=O)/C=C/c2ccco2)c1	18	-3	-23	-15	-0.8	-0.6	0.3	10	10
COc1cccc(-c2nc(S(=O)(=O)c3ccccc3)c(N3CCOCC3)o2)c1	-23	-12	-4	-8	-1.4	0.4	1.2	-10	15
CCOc1ccc(-n2ccnc(SCC(=O)Nc3ccc(OC)cc3OC)c2=O)cc1	-4	·	-4	-1	0.8	1.3	1.9	-12	-2
COc1cc(C(=O)N2CC(C)OC(C)C2)c([N+](=O)[O-])cc1OC (stereo not drawn)	5	7	3	-24	0.1	-0.1	2.1	-7	18
COCCn1c(SCCN2CCOCC2)nc2c1c(=O)[nH]c(=O)n2C	-12	-16	-5	6	-0.1	0.1	0.5	2	-7
CCOC(=O)c1ccc(CNC(=O)c2cc(COc3ccccc3SC)on2)o1	2	44*	-11	-16	1.0	3.8	3.4	-3	8
Cc1cc(C)nc(-n2nc(C)c3c(C(F)F)cc(C)nc32)n1	-5	-1	-14	-9	0.3	-0.1	0.3	2	16
CSCCC(NC(=O)c1ccccc1Br)C(=O)NC(C)CCc1ccccc1 (stereo not drawn)	-2	-10	-1	1	-1.3	-0.1	0.1	-25	7
Cc1cc2cc(CNC(=O)COc3ccccc3)ccc2n1C	10	0	-1	-7	1.0	2.1	3.1	-3	14
CCN1CCN(CC(O)COc2ccc3c(c2)CCC3)CC1 (stereo not drawn)	-17	-3	-3	-14	0.4	0.6	0.9	-12	27
OCCNCCOc1ccccc1-c1ccccc1	14	-3	-3	-7	2.7	2.5	0.6	-19	-2
CCOC(=O)C1=C(CN2CCSCC2)NC(=O)NC1c1ccc2c(c1)OCO2 (stereo not drawn)	-8	2	-1	-15	0.8	1.7	2.2	-19	21
Clc1ccc(Oc2nc3c(Cl)cccc3s2)cc1Cl	-22	-10	-3	-9	-0.1	-0.1	0.5	1	20

Gathered by group: the entries above with fluorine (2)
SMILES	TAAR1 antag	GPR7 antag	OXTR potentiate	CHO-K1 Ca antag	OXTR ag	V1R ag counter	M1 ag parental	CHO parental Ca	M1 PAM parental
N#C/C(=C\c1ccc(Oc2ccc(C(F)(F)F)cc2[N+](=O)[O-])cc1)c1nc2ccccc2[nH]1	28	-2	-21	-3	3.6	2.1	0.5	-1	13
Cc1cc(C)nc(-n2nc(C)c3c(C(F)F)cc(C)nc32)n1	-5	-1	-14	-9	0.3	-0.1	0.3	2	16

Full records, quoted from the list. Screens in order: TAAR1 antag | GPR7 antag | OXTR potentiate | CHO-K1 Ca antag | OXTR ag | V1R ag counter | M1 ag parental | CHO parental Ca | M1 PAM parental
`COCCc1ccc(OC2(C)CCN(Cc3cccc(OC)c3OC)C2)cc1` (stereo not drawn) is listed with -18 | · | · | -12 | · | · | 2.8 | · | 27
`N#C/C(=C\c1ccc(Oc2ccc(C(F)(F)F)cc2[N+](=O)[O-])cc1)c1nc2ccccc2[nH]1` is listed with 28 | -2 | -21 | -3 | 3.6 | 2.1 | 0.5 | -1 | 13
`CN(CC(=O)Nc1ccc(C#N)cc1)CC(=O)Nc1ccc(N2CCOCC2)cc1` is listed with 13 | 1 | -7 | -2 | 0.1 | -0.4 | 0.5 | -11 | 16

Following part
SMILES	TAAR1 antag	GPR7 antag	OXTR potentiate	CHO-K1 Ca antag	OXTR ag	V1R ag counter	M1 ag parental	CHO parental Ca	M1 PAM parental
N#C/C(=C/Nc1ccccc1)c1ccsc1	24	-15	0	16	-2.6	-0.5	-0.3	-26	-1
COc1ccc(C(=S)N2CCOCC2)cc1OC(=O)c1ccccc1Cl	-17	4	-4	1	1.7	2.1	0.4	-17	-2
Cc1ccc(C)c(NS(=O)(=O)c2c(C)nn(C)c2C)c1	5	-2	-10	-3	-0.2	0.5	0.2	-7	16
CCOC(=O)N/N=C/C(Cl)=C/c1ccccc1	-4	8	-4	-1	1.4	-0.2	1.0	-2	-12
CCOC(=O)c1cnc2c(-c3cccc(Br)c3)cnn2c1C	-6	-2	-6	1	-0.2	1.6	0.2	-12	0
CC[C@]12c3[nH]c4ccc(OC)cc4c3CCN1C(=O)C(CC(=O)NCc1ccco1)C[C@@H]2C(=O)N1CCN(C(=O)c2ccco2)CC1 (stereo partly drawn)	5	·	·	1	·	·	0.3	-10	18
COc1ccc(-n2c(C)cc(C(=O)CSc3nnc(-c4ccoc4C)n3C)c2C)cc1	-4	0	-15	-14	-1.6	2.2	1.5	-16	19
Cc1ccc([N+](=O)[O-])c2c1C(N1CCCC1)C(C)(C)O2 (stereo not drawn)	12	-6	0	-2	-2.1	-1.4	0.3	-18	20
CCCNC(=O)COC(=O)c1ccccc1C(=O)N(C)C1CCCCC1	1	-3	-5	-6	-1.7	-0.1	0.3	-6	21
CCNC(=S)Nc1ccc2c(c1)c(=O)n(C)n2CC=C(C)C	-20	·	·	-8	·	·	0.4	·	16
Cn1nnnc1NCc1ccc(Cl)c(Cl)c1	-6	0	-1	-16	-0.4	-1.1	0.2	1	20
O=C(NCc1ccccc1)C1CCCN(c2nc3ccsc3c(=O)s2)C1 (stereo not drawn)	-16	-16	-6	-1	1.0	0.9	19*	2	4
CCc1nc2ccc(C(=O)NCc3ccc4c(c3)OCO4)cn2c1N(CCC(C)C)CCN(C)C	-3	·	·	1	·	·	0.4	·	-2
Oc1ccccc1C1=NOC(O)(C(F)F)C1 (stereo not drawn)	7	-2	-5	-5	0.0	1.1	0.4	5	2
COc1ccccc1C(=O)N/N=C(\C)c1cccnc1	-8	·	-8	-1	0.2	-0.9	-0.3	-19	12
O=C(NNC1=NCCCCC1)Nc1ccc(Cl)cc1	15	-18	-4	-11	-0.4	-0.2	1.5	-14	19
CCCc1cc(=O)[nH]c(SCC(=O)c2ccc3c(c2)NC(=O)CO3)n1	5	-5	0	-7	-0.2	0.7	1.6	-4	10
CCS(=O)(=O)N1Cc2ccccc2CC1C(=O)Nc1ncc(C)s1 (stereo not drawn)	2	-15	-21	-18	0.0	-0.6	1.3	-5	22
O=C(Cc1ccccc1[N+](=O)[O-])NCc1ccccc1Cl	19	-12	-3	-7	-1.4	-1.5	-0.1	-5	15
COC(=O)N/N=C(/c1ccccc1)C1CCCCC1	·	0	-1	·	-1.0	-1.1	·	-19	·
Cn1cnc(S(=O)(=O)Nc2ccc3c(c2)OCCO3)c1	-12	-3	-4	3	1.6	1.2	0.2	-7	-11
Fc1cccc(Cl)c1CSc1ccc(-c2ccco2)nn1	10	-15	-6	-15	-2.4	-1.3	-0.6	-8	8
O=c1[nH]c(CN2CCN(c3ccccn3)CC2)nc2c(Br)cc(Br)cc12	0	-10	-4	-5	2.3	0.6	0.4	-8	2
O=C1CC2(CCOCC2)Oc2ccc3ccccc3c21	-13	·	-2	-10	-1.4	-1.6	0.0	-9	10
COC(=O)C(C)Sc1ccc2nnc(-c3cccc(F)c3)n2n1 (stereo not drawn)	-11	-4	-1	10	-0.7	-0.1	0.0	-13	-7
Cc1ccc(NC(=O)C2CCN(S(=O)(=O)c3cccs3)CC2)cc1C	·	2	-9	7	2.2	6.0	5.1	15	18
Cc1ccc(C(=O)NCCN2CCOCC2)cc1S(=O)(=O)N1CCCCC1	-5	-17	·	-5	·	·	1.8	·	15
N#Cc1ccc(CSc2nnc(-c3ccncc3)o2)cc1	6	-20	-12	-7	0.3	0.5	1.5	-6	17

Results in CHO parental Ca and TAAR1 antag, for some of the entries so far:
| structure | CHO parental Ca | TAAR1 antag |
| --- | --- | --- |
| COc1ccc(CC(=O)O/N=C(\N)Cc2ccc(OC)c(OC)c2)cc1 | -5 | · |
| CN(CC(=O)Nc1ccc(C#N)cc1)CC(=O)Nc1ccc(N2CCOCC2)cc1 | -11 | 13 |

Shown in markdown: entries from further up.
| Molecule | TAAR1 antag | GPR7 antag | OXTR potentiate | CHO-K1 Ca antag | OXTR ag | V1R ag counter | M1 ag parental | CHO parental Ca | M1 PAM parental |
| --- | --- | --- | --- | --- | --- | --- | --- | --- | --- |
| Cc1ccc(NC(=O)C2CCN(S(=O)(=O)c3cccs3)CC2)cc1C | · | 2 | -9 | 7 | 2.2 | 6.0 | 5.1 | 15 | 18 |
| Cc1ccc(C(=O)NCCN2CCOCC2)cc1S(=O)(=O)N1CCCCC1 | -5 | -17 | · | -5 | · | · | 1.8 | · | 15 |
